# High-throughput results deposited in PubChem by several laboratories.
# HIV fusion peptide – inhibitors of HIV fusion peptide binding, primary screen, biochemical, uHTS, fluorescence dequenching (AID 1986); inhibition, % at 20 µM; hits with a dose series show IC50 in µM; 290,000 tested, 0.3% active; cell-free peptide binding, fluorescence dequenching, 30 min; higher % means a stronger effect; in the data active = inhibition mostly above about 52%, no sharp cut-off; inactive = mostly below about 76%; also: some results filed as inactive read as strong as hits
# GPR35 antagonists – GPR35 antagonists blocking zaprinast-driven arrestin recruitment, primary screen, imaging, U2OS, beta-arrestin-GFP, zaprinast agonist (AID 2058); U2OS GPR35 beta-arrestin-GFP translocation imaging, zaprinast antagonism; higher % means a stronger effect; G-protein coupled receptor 35 (Homo sapiens); one-dose inhibition, % at 10 µM; IC50 in µM for titrated hits; 290,000 tested, 0.052% active;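 active = inhibition of at least 50% with at least 30 cells and total cytoplasm GFP at most 10,000,000; inconclusive = under 30 cells or total GFP of 10,000,000 plus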
# NOD1 inhibition – NOD1 signaling inhibitors, primary screen, cell-based, luminescence, uHTS (AID 1578). NOD1-driven NF-kB luciferase reporter cells, luminescence; higher % means a stronger effect. one-dose inhibition, % at 4 µM; EC50 in µM for titrated hits. 290,000 tested, 1% active; in the data active = inhibition mostly above about 36%, no sharp cut-off; inactive = mostly below about 34%;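 also: HEK-293T reporter cells stimulated with the NOD1 agonist gamma-tri-DAP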
# NS5 inhibitors – Dengue-2 NS5 methyltransferase inhibitors, primary screen, biochemical, confirmation dose response (AID 588689); 340,000 tested, 0.3% active; one-dose inhibition, % at 25 µM; IC50 in µM for titrated hits; Dengue-2 NS5 methyltransferase capping enzyme assay, biochemical; higher % means a stronger effect; in the data active = a potency from the dose series; inconclusive = inhibition above about 29% without an active follow-up result
# West Nile antiviral – West Nile virus antiviral activity, cell-based, CPE readout (AID 1621) | West Nile virus-infected cells, CPE inhibition; higher % means a stronger effect | one-dose CPE inhibition, % at 10 µM; IC50 in µM for titrated hits | 290,000 tested, 0.02% active; in the data active = a potency from the dose series; inconclusive = CPE inhibition mostly from about 3.7% at the one dose, without a potency; inactive = the rest, 99 in 100 with CPE inhibition below about 2.2%; also: strong numbers were not always called active
# KOR beta-arrestin-1 – KOR agonists, beta-arrestin recruitment, primary screen, cell-based, luminescence, uHTS (AID 1777); KOR beta-arrestin recruitment, luminescence; higher % means a stronger effect; Kappa-type opioid receptor (Homo sapiens); 280,000 tested, 0.02% active; one-dose activation, % at 10 µM; EC50 in µM for titrated hits; in the data active = activation above about 50%, passing the limit was not always enough; also: a part of the inactive calls stands beside numbers as strong as those of hits
# KOR beta-arrestin-2 – KOR antagonists, beta-arrestin recruitment, cell-based, luminescence, uHTS (AID 1778); Kappa-type opioid receptor (Homo sapiens); KOR beta-arrestin recruitment, luminescence, antagonist mode; higher % means a stronger effect; inhibition, % at 10 µM; hits with a dose series show IC50 in µM; 290,000 tested, 0.091% active; in the data active = inhibition above about 50%; also: strong numbers were not always called active
# GPR55 activation – GPR55 agonists via beta-arrestin recruitment, primary screen, imaging, U2OS cells, beta-arrestin-GFP redistribution (AID 1961) | G-protein coupled receptor 55 (Homo sapiens) | U2OS GPR55 beta-arrestin-GFP redistribution imaging; higher % means a stronger effect | activation, % at 10 µM, or EC50 in µM where a hit was titrated | 290,000 tested, 0.048% active;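 active = activation above 40% with more than 50 cells counted in the well; inconclusive = wells holding fewer than 50 cells, flagged as toxic or sparse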;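 also: U2OS osteosarcoma cells stably expressing GPR55 and beta-arrestin-GFP; plate controls were DMSO negative control for no effect and LPI positive control for full effect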
# GPR55 LPI antagonism – GPR55 antagonists blocking LPI-driven arrestin recruitment, primary screen, imaging, U2OS, beta-arrestin-GFP, LPI agonist (AID 2013); G-protein coupled receptor 55 (Homo sapiens); U2OS GPR55 beta-arrestin-GFP translocation imaging, LPI antagonism; higher % means a stronger effect; one-dose inhibition, % at 10 µM; IC50 in µM for titrated hits; 290,000 tested, 0.13% active;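 active = spots per cell inhibited over 60%, with over 100 cells counted and total cytoplasm intensity under 500,000; inconclusive = wells with under 100 cells, flagged as likely toxic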;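 also: U2OS cells stably carrying GPR55 and arrestin-GFP stimulated by 5 µM LPI near EC80; imaged beta-arrestin-GFP aggregate spots per cell after agonist stimulation; plate controls were LPI-stimulated DMSO wells for no effect and DMSO wells without LPI for full effect; some results filed as inactive read as strong as hits; confirmed hits need IC50 under 10 µM and bright autofluorescent wells are also inconclusive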
# NS5 inhibitors pilot replicate – recorded beside NS5 inhibitors, whose call it bears; inhibition, %; measured here: pilot screen replicate inhibition
# Numbers without * were called inactive; ? = inconclusive; · = no result given; & = joins results of further samples; [ ] = remark or other dose. A portion of the library; count on the stated rates, not on these rows.
SMILES,HIV fusion peptide,GPR35 antagonists,NOD1 inhibition,NS5 inhibitors,West Nile antiviral,KOR beta-arrestin-1,KOR beta-arrestin-2,GPR55 activation,GPR55 LPI antagonism,others
Cc1ccc(NC(=O)C2C(C(=O)O)C3C=CC2C32CC2)cc1 (centres undefined),-2.7%,9%,-16%,4%,-0.3%,0.6%,1%,0.0%,-4%,NS5 inhibitors pilot replicate=-5.2
Cc1ccc(C(=O)NCC(=O)OC(C)C(=O)Nc2ccc(N(C)C)cc2)s1 (centres undefined),-1.6%,-12%,-15%,-7%,0.9%,1.8%,-24%,-0.3%,0%,
O=C(NCCCN1CCOCC1)/C(=C/c1cccs1)NC(=O)c1ccccc1,0.0%,2%,-22%,-8%,0.0%,-3.9%,-17%,-0.1%,-6%,
COc1ccc(NC(=O)CC2CCCC2)cc1S(=O)(=O)N1CCCCC1,-2.7%,-3%,-8%,-4%,-0.6%,13%,-17%,-0.3%,6%,
COc1ccc(NC(=O)c2ccco2)cc1NC(=O)c1cccnc1,1.8%,-16%,-14%,-9%,0.1%,-1.0%,-4%,0.2%,-1%,
CC(Nc1nc(N2CCOCC2)nc2ccccc12)c1ccccc1 (centres undefined),-1.0%,1%,-31%,1%,-1.1%,0.0%,-8%,-0.3%,19%,
CCOc1ccc(Cl)cc1/C=C1/C(=O)ON=C1C,0.8%,2%,-7%,20%,-0.4%,1.9%,-16%,0.0%,10%,
CCN(CC)CCCNC(=O)c1cn(CC)c2ccc(S(=O)(=O)N(C)C3CCCCC3)cc2c1=O,0.7%,-15%,-9%,-1%,0.5%,3.0%,-15%,0.3%,5%,
COc1ccc(C(=O)OC(C)C(=O)NC(C)CCc2ccccc2)cc1[N+](=O)[O-] (centres undefined),-0.2%,-8%,-15%,-4%,-1.5%,2.2%,-13%,-0.2%,-2%,
COCC(=O)Nc1nnc(Cc2ccc(OC)c(OC)c2)s1,-3.2%,-3%,-11%,-5%,0.8%,-4.4%,-11%,-0.1%,-9%,
CC(C)Cc1cc(C(=O)N2CCN(C(c3ccccc3)c3ccccc3)CC2)no1,-0.8%,-2%,4%,-1%,-1.0%,4.3%,22%,-0.2%,15%,
CCOC(=O)C1(CCc2ccccc2)CCN(Cc2cnc(N(C)C)s2)CC1,1.2%,-9%,-3%,-12%,-1.5%,·,-47%[20 µM],0.2%,14%,
CC(C)(C)C(=O)Nc1cccc(-c2nc3ccccc3c(=O)o2)c1,-1.8%,10%,10%,-10%,-0.2%,-0.5%,12%,0.0%,0%,
CC(=O)N(C)c1ccc(NC(=O)c2ccco2)cc1,-1.1%,10%,-8%,2%,·,-4.6%,14%,0.0%,-4%,
COCCn1c(=NC(=O)CCS(=O)(=O)c2ccccc2)sc2ccccc21,1.5%,-8%,38%,1%,-1.3%,16%,-39%,-0.1%,-2%,
CC1CCC(C(C)C)C(OC(=O)Cn2c(-c3ccccc3)[n+](C)c3ccccc32)C1 (centres undefined),0.4%&1.8%,-16%&0%,31%&26%,0%&-6%,-1.4%&2.4%,13%&2.5%,11%&-24%,-0.3%&-0.3%,-3%&0%,
O=C(CCCN1C(=O)/C(=C/c2ccc3c(c2)OCO3)SC1=S)Nc1ccc(C(=O)O)cc1,38%,0.56µM*,-10%,5%,-1.0%,2.4%,-7%,0.5%,-2%,
Cc1cc2nc3s/c(=C/c4ccc(-c5ccccc5C(=O)O)o4)c(=O)n3c2cc1C,116%*,14%,-2%,-34%,-0.2%,-8.4%,-76%,0.4%,-8%,
CCN(CC)C(=O)CP(=O)(c1ccccc1)c1ccccc1,-2.4%,7%,4%,-1%,-0.1%,3.4%,22%,-0.2%,-5%,
O=C(NCCCN1CCN(c2cccc(Cl)c2)CC1)c1ccc(N2CCCC2=O)cc1,-2.3%,5%,7%,1%,-0.6%,3.6%,-16%,-0.2%,11%,
Cc1cc(C(=O)COC(=O)CCc2nc3ccccc3s2)c(C)n1C,0.3%,-9%,-9%,-1%,-0.1%,-1.8%,25%,-0.2%,16%,NS5 inhibitors pilot replicate=-1.5
COc1ccc(Cc2nnc(NC(=O)c3cccc(C)c3)s2)cc1,1.5%,-1%,-50%,-4%,-0.7%,25%,-23%,-0.1%,6%,
COCCN(CC(=O)Oc1ccccc1P(=O)(OC)OC)Cc1ccccc1,1.0%,-3%,2%,·,-0.1%,-3.7%,21%,0.1%,8%,
CC(C)CCn1c(SCC(=O)Nc2ccccc2C(F)(F)F)nc2nccnc2c1=O,0.5%,1%,-11%,-3%,-0.3%,-2.3%,-27%,0.2%,19%,
COc1ccc2cnn(Cc3ccccc3)c(=O)c2c1OC,-0.6%,6%,-2%,3%,-0.3%,-2.2%,35%,0.0%,12%,
CC(C)N1CCN(Cc2ccoc2)CC1CCO (centres undefined),0.5%,-12%,19%,·,0.1%,·,-42%[20 µM],-0.1%,2%,
Cn1c(C(=O)O)c(CC(=O)N2CCC(Cc3ccccc3)CC2)c2ccccc21,9.9%,10%,-26%,-4%,0.9%,2.4%,12%,0.4%,-12%,
Cc1ccc2nc(NC(=O)c3cc(-c4ccco4)nc4ccccc34)sc2c1,46%,14%,-28%,1%,0.7%,7.7%,-28%,-0.2%,-10%,
O=C(CN1C(=O)NC2(CCCCCC2)C1=O)NCc1cccs1,-0.4%,9%,-20%,-12%,1.3%,6.1%,-15%,-0.3%,0%,
CCCn1c(=O)c2ccccc2n2c(SCCOc3ccccc3F)nnc12,-0.9%,-7%,-31%,-6%,-0.2%,-5.1%,33%,0.2%,11%,

# Part of the list above in order of formula weight, lowest first:
SMILES,HIV fusion peptide,GPR35 antagonists,NOD1 inhibition,NS5 inhibitors,West Nile antiviral,KOR beta-arrestin-1,KOR beta-arrestin-2,GPR55 activation,GPR55 LPI antagonism,others
COc1ccc(Cc2nnc(NC(=O)c3cccc(C)c3)s2)cc1,1.5%,-1%,-50%,-4%,-0.7%,25%,-23%,-0.1%,6%,
Cc1cc(C(=O)COC(=O)CCc2nc3ccccc3s2)c(C)n1C,0.3%,-9%,-9%,-1%,-0.1%,-1.8%,25%,-0.2%,16%,NS5 inhibitors pilot replicate=-1.5
COCCN(CC(=O)Oc1ccccc1P(=O)(OC)OC)Cc1ccccc1,1.0%,-3%,2%,·,-0.1%,-3.7%,21%,0.1%,8%,

# Additional structures.
SMILES,HIV fusion peptide,GPR35 antagonists,NOD1 inhibition,NS5 inhibitors,West Nile antiviral,KOR beta-arrestin-1,KOR beta-arrestin-2,GPR55 activation,GPR55 LPI antagonism,others
CCCc1cc(=O)oc2cc(OC(C)C(=O)NCC3CCC(C(=O)O)CC3)c(Cl)cc12 (centres undefined),0.9%,-2%,10%,-13%,-0.4%,-5.8%,-3%[20 µM],-0.1%,9%,
CCOCCCN(C(=O)Cn1nnc(-c2ccc(C)o2)n1)C(C(=O)NC1CCCC1)c1ccco1 (centres undefined),-0.7%,-4%,-6%,-1%,-0.8%,-3.6%,8%,-0.1%,-12%,
O=C1CC(N2CCSCC2)C(=O)N1c1cccc(Br)c1 (centres undefined),2.2%,3%,-33%,·,0.0%,-6.5%,-4%,0.5%,3%,
C=CCn1c(=O)c2ccccc2n2c(SCc3cc(=O)n4ccsc4n3)nnc12,5.0%,12%,-11%,-7%,0.2%,3.2%,-27%,-0.3%,6%,
O=C(/C=C/c1ccc(Cl)c([N+](=O)[O-])c1)c1ccc(O)cc1,-2.1%,13%,22%,-11%,-2.0%,4.3%,3%,-0.2%,-10%,
COc1cccc(C2/C(=C(\O)c3ccc4c(c3)OCCO4)C(=O)C(=O)N2c2nnc(C)s2)c1 (centres undefined),1.9%,15%,-14%,-5%,0.3%,5.4%,-20%,0.0%,0%,
O=C(O)CCCC(=O)N1N=C(c2ccccc2)CC1c1ccc2c(c1)OCO2 (centres undefined),-0.6%,19%,-24%,0%,-0.1%,1.4%,-6%,-0.2%,8%,
O=C(Nc1ccncc1NC(=O)c1cccc([N+](=O)[O-])c1)c1cccc([N+](=O)[O-])c1,-4.5%,-4%,-19%,1%,?,-8.3%,6%,-0.2%,-18%,
CC1CN(C(c2ccco2)c2sc3ncnn3c2O)CC(C)O1 (centres undefined),3.5%,6%,-16%,-1%,0.6%,-6.4%,-31%,-0.1%,-4%,
O=C(Nc1csc([N+](=O)[O-])c1)Nc1c(Cl)cccc1Cl,-1.1%,13%,-6%,-11%,0.1%,1.2%,19%,-0.1%,10%,
C=C(C)C(=O)Nc1cccc(C2=NOC3(C2)C[C@H](C(N)=O)N(C(=O)COc2ccc(Cl)cc2)C3)c1 (some centres undefined),9.6%,-15%,-9%,-3%,-0.5%,7.3%,-11%,-0.1%,6%,
O=C(NCC1CCCO1)c1cccnc1NCc1ccc(F)cc1 (centres undefined),-1.4%,1%,-10%,-7%,-0.3%,·,11%[20 µM],0.1%,-4%,
CC(=O)c1ccc(S(=O)(=O)N(Cc2cc3cc4c(cc3[nH]c2=O)OCCO4)CC2CCCO2)cc1 (centres undefined),0.6%,7%,-24%,3%,-0.4%,-1.3%,6%,1.1%,3%,
O=C(c1cc(Br)c(Br)s1)N1CCN(c2ccccn2)CC1,-1.5%,17%,2%,-4%,-0.7%,12%,-7%,0.0%,-20%,
Cc1ccccc1C(=O)N[C@H](C(=O)Nc1ccc(Cl)c(Cl)c1)C(C)C,-2.9%,-14%,-18%,6%,-0.3%,9.1%,32%,1.2%,-27%,
CC(=O)N1C=Cc2c(c(C)c3c([nH]c4ccccc43)c2C)C1,1.6%,72%*,0%,·,-0.9%,5.0%,12%,-0.2%,38%,
CC(C)(C)c1ccc(NC(=O)COc2ccc(-n3ccnc3)cc2)cc1,13%,16%,75%*,-3%,3.1%,6.7%,9%,0.2%,-1%,
O=C(CN1CCN(c2ccccc2F)CC1)NC(=O)NCc1ccco1,5.1%,4%,-4%,1%,-0.2%,2.0%,-35%,-0.1%,-4%,
CNC(=O)N(O)C1N(/N=C/c2ccc(SC)cc2)C(=S)SC1(C)C (centres undefined),-0.6%,-3%,-2%,-8%,0.0%,-2.4%,25%,-0.1%,-1%,
COc1ccc(S(=O)(=O)Nc2ccccc2C(=O)NCc2cccnc2)cc1C,1.3%,1%,-8%,-3%,-0.6%,-0.5%,-7%,0.0%,-20%,
CCOC(=O)C1=C(C)NC(=O)C1(NC(=O)c1cccnc1)C(F)(F)F (centres undefined),-1.3%,22%,4%,1%,0.6%,-1.4%,-36%,-0.1%,4%,
